Assay outcomes: PubChem BioAssay, several laboratories
GALR2 antag – GALR2 antagonists in receptor-expressing cells, primary screen; inhibition, % at 4 µM; Galanin receptor type 2 (Homo sapiens), O43603; AID 828, 2007; 0.39% of 140,000 active; antagonist mode; in the data active means inhibition above about 27%;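 further: cells stimulated with galanin 1-16 at roughly its EC80; 0% = agonist challenge control and 100% = basal control without agonist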
Target sequence (O43603 whole entry, looked up): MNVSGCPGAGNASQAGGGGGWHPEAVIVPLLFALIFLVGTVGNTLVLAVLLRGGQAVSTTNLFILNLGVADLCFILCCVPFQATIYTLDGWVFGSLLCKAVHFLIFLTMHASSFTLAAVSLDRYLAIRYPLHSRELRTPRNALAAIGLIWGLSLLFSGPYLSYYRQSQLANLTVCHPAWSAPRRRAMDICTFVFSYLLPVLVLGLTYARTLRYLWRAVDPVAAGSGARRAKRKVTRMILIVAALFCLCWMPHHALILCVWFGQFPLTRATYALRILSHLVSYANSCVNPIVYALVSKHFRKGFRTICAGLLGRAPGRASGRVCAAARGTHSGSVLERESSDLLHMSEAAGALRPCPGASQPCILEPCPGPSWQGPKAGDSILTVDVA
E-sel TNF inh – E-selectin induction blockers in HUVEC – imaging, immunofluorescence, high content, primary screen | HUVEC TNFa-induced E-selectin immunofluorescence | inhibition, % at 2 µM | 0.71% of 120,000 active | AID 1246, 2008;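 active means inhibition above the batch mean plus 3 SD, and confirmed as a hit on visual image review, cut at about 43% in these data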;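 further: 0% = TNF-stimulated DMSO wells and 100% = unstimulated control wells; not every result past the cut was called active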
NPY-Y2 antag – NPY-Y2 receptor antagonists, primary screen, cell-based; NPY-Y2 expressing cells, antagonist mode; inhibition, % at 2.7 µM; 0.99% of 140,000 active; AID 793, 2007; in the data active means inhibition above about 17%;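 further: 0% = vehicle with agonist challenge and 100% = reference antagonist with challenge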
Target sequence (P49146 whole entry, looked up): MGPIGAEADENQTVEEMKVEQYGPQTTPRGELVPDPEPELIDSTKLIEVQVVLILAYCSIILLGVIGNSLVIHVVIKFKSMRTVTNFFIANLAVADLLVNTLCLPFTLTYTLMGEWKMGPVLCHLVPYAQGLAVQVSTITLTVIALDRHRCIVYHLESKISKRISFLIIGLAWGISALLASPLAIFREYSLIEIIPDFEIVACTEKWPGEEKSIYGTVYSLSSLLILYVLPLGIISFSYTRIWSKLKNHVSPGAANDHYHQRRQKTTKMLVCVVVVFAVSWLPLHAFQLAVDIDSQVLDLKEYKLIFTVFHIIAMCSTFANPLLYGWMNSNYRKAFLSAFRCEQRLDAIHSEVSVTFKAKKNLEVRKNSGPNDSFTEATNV
PTEN del growth – growth suppression of PTEN-null HCT116, primary screen, cell-based, CellTiter-Glo. HCT116 PTEN-null viability, 60 h; stronger effect = lower value. viability, % at 10 µM. 1.2% of 140,000 active. AID 827, 2007;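 active means viability at or below a set limit, 4 SD under the median of all tested compounds, cut at about 3.7% in these data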;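 further: PTEN knockout HCT116 line with beta catenin targeted HCT116 as companion control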
BB579 growth dn – growth inhibitors of yeast BB579 in restrictive medium, primary screen, yeast lifespan-shortening project, S. cerevisiae; OD615, 48 h; inhibition, % at 10 µM; 0.51% of 140,000 active;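 active means inhibition above a set limit, 3 SD over the mean compound inhibition, cut at about 44% in these data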; further: inactives centre near -24
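Detection: OD615 turbidity measurement; Material: Saccharomyces cerevisiae DeaD strain BB579, replicative lifespan model yeast; Timing: 48 h exposure, 30 °C; Doses: single 10 µM dose; Medium: CSMM-D restrictive synthetic medium containing dextrose (glucose); Controls: amphotericin B at 10 µg/mL as positive control.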
Yeast life ext – compounds extending yeast replicative lifespan, primary screen, S. cerevisiae, OD615 | S. cerevisiae growth with nicotinamide; deaD strain in restrictive glucose medium | inhibition of the nicotinamide effect, % at 10 µM | 0.68% of 130,000 active;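 active means inhibition above a set limit, placed 3 SD over the median of all compounds, cut at about 26% in these data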;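 further: 0% = nicotinamide-treated wells and 100% = cells grown without nicotinamide; some compounds called inactive have numbers as strong as hits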
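Material: Modified budding yeast, DeaD strain | Medium: Restrictive glucose medium | Probe or stimulus: 1.5 mM nicotinamide | Dosing: Single dose 10 µM compound, 0.25% DMSO | Times: 48 h at 30 °C | Technique: OD615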
MRP-1 activ – H69AR viability gain despite doxorubicin, primary screen, MRP-1 activator project, H69AR cells, CellTiter-Glo | viability increase, % at 10 µM | viability rescue | 0.61% of 140,000 active;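 active means viability gain under doxorubicin at or above a set limit, the compound median plus 3 SD, cut at about 4.7% in these data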;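 further: MRP-1 overexpressing cells given doxorubicin 25 µM after compound pretreatment; 18-22 h compound pretreatment then 72 h with doxorubicin before readout; 0% = doxorubicin-only wells and 100% = vehicle-treated cells without doxorubicin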
bCat KO growth – primary screen for growth suppressors in beta-catenin knockout HCT116 cells (colon tumor, human); HCT116 beta-catenin knockout viability, CellTiter-Glo, 60 h; stronger effect = lower value; viability, % at 10 µM; 1.5% of 140,000 active; AID 818, 2007;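 active means viability at or under a set limit, the compound median less 4 SD, cut at about 6% in these data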;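 further: 0% = Hyamine 1622 control at 20 µM and 100% = untreated cell control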
Measles CPE – compounds protecting cells from measles virus cytopathic effect, primary screen, measles RdRp inhibitor project, single point, MLSMR library, absorbance; AID 841, 2007; protection (pct of control), % at 4 µM; Measles virus-infected cells, CPE protection; 1.5% of 140,000 active; in the data active means protection mostly above about 24%, no sharp cut-off; inactive means mostly below about 26%; further: some compounds called inactive have numbers as strong as hits
Phagocyt inh – inhibitors of macrophage phagocytosis, primary screen, imaging, J774A.1 cells, IgG beads; J774A.1 macrophage IgG-bead phagocytosis; inhibition, % at 5 µM; 0.07% of 110,000 active; AID 1029, 2008;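 active means inhibition above the mean of the plate negative controls plus 5 SD, cut at about 13% in these data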;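 further: phagocytic index as fraction of beads internalized from green versus red external bead signal; plate controls were DMSO negative control for no effect and cytochalasin-D positive control for full effect; some results beyond the cut were filed as inactive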
Active calls of the source: *; / = no result given.

nr	molecule	Measles CPE	NPY-Y2 antag	GALR2 antag	Yeast life ext	BB579 growth dn	bCat KO growth	Phagocyt inh	PTEN del growth	MRP-1 activ	E-sel TNF inh
1	COc1cccc(-n2ccnc2SCC(=O)N2CCc3ccccc32)c1	15	12	0	-4	-20	85	-2	106	-1.0	-16
2	NC(=O)COc1cccc2cccnc12	13	2	-4	-7	-60	100	0	/	0.4	6
3	O=C(Oc1ccc(-c2nnco2)cc1)N1CCCCC1	6	2	7	-27	-14	89	4	99	-2.5	-10
4	O=C(N=Nc1c(O)[nH]c2ccccc12)c1cccc(S(=O)(=O)N2CCCCC2)c1	7	2	9	6	-29	95	2	88	-1.4	-10
5	Cc1ccccc1OCCSCc1nc2ccccc2[nH]1	18	5	-3	-4	-28	77	-2	76	-3.9	/
6	COc1ccc(C2/C(=C(/O)c3ccccc3)C(=O)C(=O)N2CO)cc1 (stereo unspecified)	31	1	-3	-9	-15	97	-4	95	-1.1	0
7	CC(C)(C)OC(=O)N/N=C/c1ccc(C(=O)O)cc1	10	-2	2	-2	-10	93	-4	105	-0.1	-5
8	CC(C)(C)NC(=O)C1CCCN(S(=O)(=O)c2cccc3cccnc23)C1 (stereo unspecified)	5	0	-8	-3	-21	91	0	92	-3.3	/
9	CCn1ncc(/C=C/C(=O)C2CC2)c1C	15	3	-3	0	-43	99	-4	106	-1.0	/
10	COC(=O)[C@@H](N)Cc1ccc(O)cc1	19	3	1	7	-23	98	/	98	-1.3	/
11	O=S(=O)(Nc1ccc(N2CCOCC2)cc1)c1ccc2ccccc2c1	2	10	4	-1	-45	99	1	95	-4.2	11
12	CCN(CC)c1ccc(NC(=O)CN2CCN(CC(=O)Nc3ccccc3F)CC2)cc1	4	1	-42	0	-26	96	4	92	-1.0	-5
13	c1ccc(C2=NNC(=NC3CC3)SC2)cc1	14	1	12	-4	-23	54	/	46	-3.4	/
14	O=C(Nc1ccc2c(c1)OCO2)c1ccncc1	26*	0	9	-5	-14	80	-1	81	-3.1	/
15	C=CC[C@@H]1Cc2c(Br)ccc(Br)c2[C@@H](CC=C)N1	10	15	-9	3	-29	74	-2	65	-1.1	/
16	CCOc1ccc2nc(NC(=O)CSc3ccc(Cl)cc3)sc2c1	23	6	-11	-4	-11	99	2	86	-3.1	11
17	CCOC(=O)N1CCC(NC(=O)C2CCCN(Cc3nc(-c4cccc(Cl)c4)oc3C)C2)CC1 (stereo unspecified)	6	4	25	-5	-1	28	0	26	-3.2	-34
18	O=C(NCCNc1ccc([N+](=O)[O-])cc1)c1cccc2c(Br)cccc12	16	4	11	7	-13	71	-2	68	1.5	/
19	COc1cc(C(=O)Sc2ccc(C)cc2)cc(OC)c1OC	8	1	-10	-12	-2	83	-2	91	-1.5	3
20	O=C(Cn1cc(SCc2ccc(Cl)cc2)c2ccccc21)N1CCOCC1	11	4	-14	3	-13	69	-13	67	-1.1	34
21	Cc1cc(NC(=O)Nc2cccc3ccccc23)no1	5	3	5	-15	-35	106	4	/	-1.1	/
22	CCOC(Cn1c(SCc2cc(C(C)=O)ccc2OC)nc2ccccc2c1=O)OCC	7	1	3	2	-1	87	-5	96	-1.2	/
23	Cc1cccc(CSc2nnc(-c3cccs3)n2Cc2ccco2)c1	44	17	-2	-11	-16	80	/	68	-3.7	10
24	O=C1CC2CS(=O)(=O)CC2N1c1ccc(Cl)cc1Cl (stereo unspecified)	16	4	-18	-4	-31	103	/	102	-0.8	9
25	COC(=O)C1C(=O)c2c(n[nH]c2C)CC1(C)C (stereo unspecified)	19	0	-13	-19	-6	98	0	83	-2.3	-13
26	C/C(=N\c1nc2ccccc2n1C)c1cc(Cl)ccc1O	14	-2	13	-13	-26	103	/	101	-3.1	-34
27	CC1(C)CC(=O)C2=C(C1)OC1=C(C(=O)CC(C)(C)C1)C2c1ccc(O)cc1O	1	1	9	42*	5	2.1*	-1	1.8*	-5.7	/
28	Cc1ccc(CN(c2ccc(C(=O)N3CCCC3)cc2)S(C)(=O)=O)cc1	3	7	12	-23	-19	79	-1	58	-3.5	/
29	Cc1ccccc1-n1c(SCC(=O)N/N=C/C=C/c2ccccc2[N+](=O)[O-])nc2ccccc2c1=O	8	0	8	2	-31	79	-2	78	-0.4	/
30	COc1ccc(NC(=O)CSc2nnc(-c3ccoc3C)n2CCc2ccccc2)cc1	3	-2	2	-1	-38	83	-3	80	0.0	-5
31	CC(C)(C)NS(=O)(=O)c1ccc(-c2csnn2)s1	2	1	-6	-10	-14	99	0	98	0.1	32
32	COc1ccc(-c2nc3ccccn3c2C=O)cc1	9	2	2	-6	10	96	-2	89	-2.4	38
33	Cc1ccc2nc(SCC(=O)Nc3cccc([N+](=O)[O-])c3)[nH]c2c1	56	1	-8	-11	-69	84	/	73	-2.8	37
34	Cc1ccc(NC(=O)CSCC(=O)Nc2ccc(N3CCOCC3)c(Cl)c2)cc1	9	-1	1	-23	-34	88	/	87	-2.8	18
35	O=c1[nH]ncc(N/N=C/c2ccccc2)c1Cl	10	-1	0	-6	-58	96	1	98	1.5	13
36	Cc1cc2c(c(=O)n1Cc1ccco1)C(c1cccnc1)C(C#N)=C(N)O2 (stereo unspecified)	29	-4	1	-17	-26	97	0	94	-3.4	-14
37	CCC(OC(=O)c1ccco1)C(=O)NCc1ccco1 (stereo unspecified)	9	3	5	-1	1	100	-2	95	-2.8	2
38	Cn1c(SCC(=O)c2cccs2)nnc1-c1ccco1	1	-1	0	-11	-12	98	1	92	-0.4	10
39	Cc1cccc2cc(-c3nc4c(C)cccn4c3NCc3ccco3)c(=O)[nH]c12	18	4	5	-9	6	87	0	75	-0.9	-3
40	Cc1ccc(C(CC(=O)NCc2ccco2)c2ccccc2)c(O)c1 (stereo unspecified)	4	-2	-9	-5	-48	91	0	79	-3.1	16
41	CSc1ccccc1NC(=O)CN(c1cccc(C)c1)S(C)(=O)=O	12	11	9	-4	-36	83	-1	87	-3.5	-32
42	CSc1nc(=O)n2cccc(C)c2n1	14	0	2	-11	1	94	0	97	1.0	-28
43	Cc1nn(-c2cc(C)c3ccccc3n2)c2c1C1C(C2)C1(C)C (stereo unspecified)	5	3	-12	/	-29	78	/	86	-0.9	5
44	COc1ccc(OC)c(Nc2ccc(Nc3cc(OC)ccc3OC)nn2)c1	23	0	10	-5	-38	67	-2	57	-0.7	/
45	C/C(=N/OC(=O)c1ccc(C)cc1)c1cccs1	20	3	-5	-24	-3	56	/	47	-2.3	-14
46	NC(=O)CSc1ccc(Br)cc1	15	3	2	-10	-44	98	8	104	1.6	7
47	CC(=O)N1CCN=C1SCc1ccc(Cl)cc1	8	-1	15	-6	-41	81	0	89	6.4*	-25
48	CN(C)CCOCCP(=O)(c1ccccc1)c1ccccc1	11	3	9	-6	-40	90	0	94	-1.1	-6
49	CCOc1cccc(/C=N/Nc2ccc(S(=O)(=O)N(CC)CC)cn2)c1O	3	-1	15	2	1	3.8*	2	2.8*	0.3	-8
50	Cn1c(=O)c2c(nc(NCCNC(=O)c3ccco3)n2Cc2ccccc2Cl)n(C)c1=O	21	2	2	-2	-38	102	-2	91	-0.1	-48

(cont.)
nr	molecule	Measles CPE	NPY-Y2 antag	GALR2 antag	Yeast life ext	BB579 growth dn	bCat KO growth	Phagocyt inh	PTEN del growth	MRP-1 activ	E-sel TNF inh
51	Cc1ccc(/C=N/NC(=O)CNC(=O)Cc2ccccc2)o1	7	1	-14	3	-11	92	-11	92	-0.8	11
52	COc1cc(C(=O)N/N=C(\C)Cn2nc([N+](=O)[O-])cc2C)ccc1O	15	2	2	0	-6	96	-3	99	-1.1	/
53	O=C(NCc1cccnc1)NC1(c2ccccc2)CC1	14	4	-9	1	26	94	-1	98	-1.2	3
54	O=c1/c(=C/c2ccc([N+](=O)[O-])cc2)sc2n1CCCN=2	5	-1	3	-17	-12	2.1*	1	15	-3.3	23
55	CC(C)(C)n1nnnc1C(c1cc2cc3c(cc2[nH]c1=O)OCCO3)N1CCSCC1 (stereo unspecified)	4	2	-6	-24	-13	92	1	105	-3.9	20
56	COC(=O)c1ccc(NC(C(=O)OC)C(C)C)c([N+](=O)[O-])c1 (stereo unspecified)	11	3	15	2	-34	87	-5	104	-2.7	-33
57	Clc1ccc(-c2nnc(-c3ccc(Br)cc3)c(N3CCSCC3)n2)cc1	24	9	-11	-2	-37	67	/	61	-2.8	-17
58	COC(=O)c1cccc(NC(=O)c2onc3c2CCCC3)c1	8	6	-20	-8	-41	78	-1	71	0.6	/
59	COC(=O)Nc1cc(C)nc2ccccc12	33	0	3	-10	-29	104	-1	104	-1.8	/
60	CN(C)S(=O)(=O)N(CC(=O)Nc1cccc(F)c1)c1ccccc1	5	5	3	-1	-14	98	0	98	-1.2	-5
